# Epigenetic reg = derepresses silenced GFP reporter in murine cells; Potency, µM (top dose mostly 53.9 µM), for the others: top-dose GFP activation, hits mostly activators; 0.2% of 280,000 active; murine LDR cells, GFP reporter derepression, 30 h; also: % of control where 0% means no effect; nearly all actives have a fitted effect of over 60% in size
#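 Murine LDR cells bearing a silenced CMV-driven GFP reporter were exposed to compound for 30 h at 37 C. After PBS washes, GFP-positive cells (20-120 um objects) counted by laser-scanning microplate cytometry.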
# SMN2 splice enh = SMN2 splice variant enhancement. 2.8% of 210,000 active. Potency, µM (top dose mostly 46.1 µM), inactives show at the highest dose activity change, positive = activation, most hits filed as activators. HEK293 SMN2-luciferase splicing reporter, luminescence, 30-36 h; also: % of control where 0% means no effect; nearly all actives have a fitted effect of over 55% in size
#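 qHTS luciferase splicing reporter: luminescence rises when SMN2 exon 7 is included in transfected HEK293 cells. Compound exposure lasted 30-36 h at 37C, with 4.5 mM final sodium butyrate as control, followed by a ONE-Glo read.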
# Starred values were filed as active, the others as inactive; ? = inconclusive; [ ] = another dose, or the depositor's remark. Calls follow the shape of the dose curve; as a rule, active = well fitted curve in the direction sought with a large enough effect; inconclusive = small, poorly fitted or top-dose-only effect, or another doubt; inactive = no such curve, though single readings can be large; an effect the other way counts as inactive or inconclusive. Potency is read from the fitted curve at half-maximal effect. An excerpt; count on the stated rates, not on these rows.
Epigenetic reg	SMN2 splice enh	compound
-1.8%	-7.4%	CCOC(=O)c1c(C)oc2ncnc(N3CCN(c4ccc(C)cc4C)CC3)c12
0.0%	15.2%	CCOc1ccc2nc(N3CCCC(C(=O)NCCc4ccc(OCC)c(OCC)c4)C3)sc2c1 (stereo not drawn)
12.9%	-66.0%[inhibitor]	Cc1cc(OCC(=O)Nc2cc(-c3nc4ccccc4[nH]3)ccc2C)ccc1Cl
-2.3%	15.6%	CCc1cccc(NC(=O)C(NS(=O)(=O)c2ccc3nc(C)sc3c2)C(C)C)c1 (stereo not drawn)
-2.3%	0.4%	O=C1c2ccccc2-c2onc3c(Br)cc(NC4CCCCC4)c1c23
0.8%	-38.7%[inhibitor]	CCOc1ccc(Nc2c(S(=O)(=O)c3ccc(Cl)cc3)cnc3ccc(OC)cc23)cc1
-2.9%	15.4%	COc1ccccc1CCNC(=O)CCCn1c(=O)c2cccn2c2cccnc21
0.0%	-6.3%	COc1ccc(N(CC(=O)Nc2cc(C)ccc2C)S(=O)(=O)c2ccc(OC)c(OC)c2)cc1
5.3%	3.1%	Cc1cccc(Nc2nc3ccccc3n3c(N)nnc23)c1
3.2%	10.2%	CCOC(=O)/C(C#N)=C/c1ccc(-c2ccc(C)cc2)o1
0.3%	-10.3%	COC(=O)c1sc(-c2ccccc2)cc1NC(=O)c1cccc(Cl)c1
5.7%	0.2%	Cc1c(Cl)cccc1NC(=O)NCCOCCn1c(=O)oc2ccccc21
-1.6%	-13.3%	CCOc1ccccc1NC(=O)c1c(NC(=O)c2ccccc2C)sc2c1CCC(C)C2 (stereo not drawn)
2.3%	10.7%	COc1ccc2c(C)cc(SCC(=O)Nc3nsc(-c4ccc(C(C)(C)C)cc4)n3)nc2c1
5.0%	-4.4%	Cc1cccc(NC(=O)NCCn2c(=O)oc3ccc(C)cc32)c1
0.0%	-22.8%	COc1ccc(S(=O)(=O)c2cnc3cc(OC)c(OC)cc3c2N2CCCC(C)C2)cc1 (stereo not drawn)
1.2%	-12.1%	COCCNc1nc2c(c(=O)n(C)c(=O)n2C)n1Cc1c(F)cccc1Cl
16.7%	-9.2%	Cc1oc(C)c2c(=O)cc(-c3ccc4c(c3)OCO4)cc(OC(=O)c3cccc(Br)c3)c12
0.0%	-2.5%	CCOC(=O)C1CCN(c2nc3c(S(=O)(=O)c4ccc(CC)cc4)nnn3c3ccc(Cl)cc23)CC1
0.0%	-3.1%	CCOc1ccccc1CNC(=O)c1ccc2nc(N3CCC(C)CC3)sc2c1
2.2%	-3.8%	Cc1[nH]n2c(=O)cc(-c3ccccc3Cl)nc2c1-c1ccccc1
9.9%	8.5%	CCc1ccc(NC(=O)C2CCCN(S(=O)(=O)c3cccc4nonc34)C2)cc1 (stereo not drawn)
-0.8%	-7.7%	Cc1ccc(Cl)cc1NC(=O)C1CCCN(S(=O)(=O)c2cccc3cccnc23)C1 (stereo not drawn)
-0.6%	-9.6%	Cc1cc2nnc(SCc3ccc(F)cc3)n2c2ccccc12
1.1%	-12.7%	CCOc1ccc(S(=O)(=O)c2c(C(=O)c3ccc(CC)cc3)cnc3ccc(C)cc23)cc1
-1.7%	0.6%	O=C(Nc1cccc(C(F)(F)F)c1)c1ccc2snnc2c1
0.6%	14.5%	Clc1ccc2c(c1)NC(c1ccncc1)=NC(c1cccs1)=N2
-0.3%	5.8%	CCCCNC(=O)C1CCN(Cc2nc(-c3ccc(OC)c(OC)c3)oc2C)CC1
0.0%	1.0%	Cn1cnnc1SCC(=O)Nc1ccc(C#N)cc1
-1.6%	-9.4%	O=C(Cn1ncc2ccsc2c1=O)N1CCN(c2ccccc2F)CC1
-1.0%	-50.4%[inhibitor]	Cc1cccc(C(CC(=O)NCC2(c3ccccc3)CCCC2)c2ccccc2)c1O (stereo not drawn)
3.2%	4.0%	Cc1ccc(C)c(Cn2c3ccccc3c3cnn(CC(=O)NCc4ccccc4)c(=O)c32)c1
-0.6%	1.2%	Cc1ccc(C)c(CN2C(=O)CSc3ccc(C(=O)NCCc4ccc(Cl)cc4)cc32)c1
0.0%	5.8%	Cc1nc2cc(-c3ccccc3)nn2c(C)c1CCC(=O)Nc1ccc(F)cc1F
-1.6%	-10.2%	Cc1c(Cl)cccc1NC(=O)CN(CCc1ccccc1)S(=O)(=O)c1ccccc1
0.8%	-13.6%	CCOc1ccc(-n2nc(CO)c(C(=O)NCc3cccc(OC)c3)n2)cc1
-2.5%	3.5%	Cc1nnc(N2CCN(c3ccccc3F)CC2)c2c1nnn2Cc1ccccc1
-0.3%	4.7%	CCOC(=O)c1ccc(NC(=O)c2cc3c(=O)n(C)c4ccccc4c3n2C)cc1
5.0%	0.4%	Cc1ccccc1C(=O)Nc1sc2c(c1C(=O)N1CCCCC1)CCC(C)C2 (stereo not drawn)
2.3%	14.4%	O=C(COC(=O)c1cccc(NC(=O)c2ccc(Br)cc2)c1)c1ccc(Br)cc1
0.0%	-15.8%	COc1ccc(CCNC(=O)CSc2cn(CCNC(=O)c3ccccc3F)c3ccccc23)cc1OC
0.3%	-34.1%[inhibitor]	CCOC(=O)c1cnc2ccc(C)cc2c1Nc1ccc(OCc2ccccc2Cl)cc1
-9.4%	3.7%	CC(C)N(C(=O)CSc1nc2ccc(Cl)cc2[nH]1)c1ccccc1
2.2%	11.5%	COc1ccc(Nc2nc3c(S(=O)(=O)c4ccccc4)nnn3c3ccc(Cl)cc23)c(OC)c1
0.0%	7.9%	COc1ccc(C)cc1NC(=O)CN(C)S(=O)(=O)c1ccc2c(c1)c(=O)n(C)c(=O)n2C
?	1.9%	COc1ccc(Cl)cc1NC(=O)Cn1c(=O)n(CCC(=O)NCc2ccc3c(c2)OCO3)c(=O)c2ccccc21
-0.5%	0.6%	O=C1c2[nH]nc(-c3ccccc3O)c2C(c2cccc(Cl)c2)N1Cc1cccnc1 (stereo not drawn)
1.4%	-30.0%	CC(C)c1ccc(NC(=O)Nc2csc3c2CCCC3)cc1
?	0.1%	COC(=O)c1ccccc1NC(=O)c1nc(S(=O)(=O)Cc2cccc(C)c2)ncc1Cl
-1.6%	8.4%	O=C(Nc1ccc(Br)cc1)c1cc2nc(-c3ccccc3)cc(-c3ccccc3)n2n1
-1.6%	-0.5%	Cc1cccc(-c2nc(Cn3c(SCc4cccc(C(F)(F)F)c4)nc4ccncc43)c(C)o2)c1
2.9%	23.1%	NC(=O)COc1ccc(-c2noc(COc3ccc(Cl)cc3)n2)cc1
15.4%	-9.6%	CCCCCn1c(=N)c(S(=O)(=O)c2ccccc2)cc2c(=O)n3ccccc3nc21
-1.8%	-5.6%	CSc1nn(Cc2ccc(F)cc2)c(N(C(C)=O)C(C)=O)c1S(=O)(=O)c1ccccc1
-1.9%	9.9%	CCCc1cc(=O)oc2c(C)c3c(cc12)CN(CCc1ccc(Cl)cc1)CO3
4.0%	2.5%	CCOC(=O)C1CCN(c2cc3c(cc2NC(=O)c2ccc(OC)c(OC)c2)n(C)c(=O)n3C)CC1
0.0%	-9.0%	COC(=O)c1cc2occc2n1Cc1nc(-c2cccc(Br)c2)oc1C
-3.4%	-0.8%	COC(=O)Cn1c(=O)c2cccn2c2cccnc21
12.2%	-7.9%	COC(=O)c1cc2oc3ccccc3c2n1CC(=O)Nc1ccc(F)c(Cl)c1
10.4%	-6.1%	CCOc1ccc(NC(=O)CCCn2c(C)c3cnn(-c4ccccc4)c(=O)c3c2C)cc1

# Quoted from the listing:
# For Epigenetic reg, Cc1nnc(N2CCN(c3ccccc3F)CC2)c2c1nnn2Cc1ccccc1 is entered as -2.5%
# For Epigenetic reg, COc1ccc(N(CC(=O)Nc2cc(C)ccc2C)S(=O)(=O)c2ccc(OC)c(OC)c2)cc1 is entered as 0.0%

# Going on with the list:
Epigenetic reg	SMN2 splice enh	compound
?	0.8%	COc1ccc(NC(=O)CCS(=O)(=O)c2nc(-c3ccc4c(c3)OCO4)cc(C(F)(F)F)n2)c(OC)c1
-1.9%	-15.5%	CCOc1ccc(-c2noc(CSc3nnc(Cc4ccccc4)n3-c3ccc(F)cc3)n2)cc1
-0.8%	-6.1%	CCOC(=O)c1ccccc1NC(=O)c1nn(-c2ccc(OC)c(Cl)c2)c(=O)c2c1c1ccccc1n2C
1.1%	-1.5%	CN1CCN(C(=O)c2ccc3c(c2)N(Cc2c(F)cccc2Cl)C(=O)c2ccccc2S3)CC1
2.3%	-59.6%[inhibitor]	Cc1ccccc1OCCCCn1c(C2CC(=O)N(c3ccccc3Cl)C2)nc2ccccc21 (stereo not drawn)
2.5%	-22.3%	CCc1nc2c(cnn2-c2ccc(C)cc2)c(=O)n1-c1ccc(C)cc1
-0.9%	-3.1%	CCOC(=O)c1ccccc1NC(=O)Cn1c(=O)n(-c2cccc(C)c2)c(=O)c2c1c1cc(C)ccc1n2C
2.6%	0.0%	CCOC(=O)c1ccc2ncc(C(=O)OCC)c(Nc3ccc(C)c(Br)c3)c2c1
0.6%	-7.1%	Cc1ccc(C)c(-c2csc(-c3c(N)c(C(=O)c4ccc5c(c4)OCO5)n4ccccc34)n2)c1
2.8%	-48.6%[inhibitor]	COc1cccc(-c2nc(CS(=O)(=O)CC(=O)N3CCN(c4cc(C)ccc4C)CC3)c(C)o2)c1
-0.8%	-35.6%[inhibitor]	Cc1ccccc1-c1nc2cc(NC(=O)c3cccc(OCCC(C)C)c3)ccc2o1
?	0.0%	COc1cc(OC)c(Nc2nc3ccccc3nc2-n2nc(C)cc2C)cc1Cl
3.7%	15.2%	Cc1ccc(CNc2nc3nc(C)c(Cl)c(C)n3n2)cc1
-0.8%	-2.8%	CCOc1ccc2c(c1)c(=O)c(S(=O)(=O)c1ccc(CC)cc1)cn2Cc1cccc(Cl)c1
1.1%	12.6µM*	Nc1ccc2oc(-c3ccccc3Br)nc2c1
-0.8%	24.3%	CCOC(=O)c1sc(NC(=O)c2nc(SCC)ncc2Cl)c(C(=O)OCC)c1C
8.5%	-1.0%	Cc1ccc(F)cc1NC(=O)CSc1nc(-c2cccs2)cc(C(F)(F)F)n1
3.7%	-2.1%	COCCNC(=O)c1c(NC(=O)c2cc(=O)c3cc(Cl)ccc3o2)sc2c1CCCC2
-5.2%	?	Nc1nnc(SCC(=O)Nc2cccc(F)c2)s1
-1.6%	1.1%	COc1ccc(C(=O)N=c2sc3cc(Cl)ccc3n2C)cc1
-1.8%	-28.0%	COc1cc(O)ccc1-c1nc2ccc(Br)cn2c1Nc1ccccc1C
15.7%	-47.6%[inhibitor]	CCOC(=O)c1ccc(N2C(=O)c3n[nH]c(-c4ccco4)c3C2c2ccc(C)cc2)cc1 (stereo not drawn)
0.0%	10.0%	Cc1ccc(Cn2c(=O)n(Cc3ccccc3)c(=O)c3c(C)c(C)sc32)cc1
-1.0%	-88.0%[inhibitor]	CCCn1cnc2cc(NC(=O)c3cc(OC)c(OC)c(OC)c3)ccc21
2.0%	-21.2%	CCOc1cc(Br)c(C2C(C(=O)OC)=C(C)NC3=C2C(=O)c2ccccc23)cc1OCC (stereo not drawn)
-0.2%	-0.5%	CCCn1cc(S(=O)(=O)c2ccc(C)cc2)c(=O)c2cc(OC)c(OC)cc21
-5.3%	-13.7%	O=C(NCCc1c[nH]c2ccccc12)Nc1ccccc1C(F)(F)F
-3.4%	-5.1%	CCc1ccc(CNC(=O)CN(c2ccc(C)cc2)S(=O)(=O)N(C)C)cc1
0.4%	-10.3%	CCc1ccc(C2CC(=O)c3c([nH]c(C(=O)OCCOc4ccccc4)c3C)C2)cc1 (stereo not drawn)
-0.8%	-8.8%	COc1ccc(-c2csc3nc(-c4ccc(F)cc4)oc(=O)c23)cc1

# Reprinted at random: 4 compounds from above, in no set order.
Epigenetic reg	SMN2 splice enh	compound
2.2%	-3.8%	Cc1[nH]n2c(=O)cc(-c3ccccc3Cl)nc2c1-c1ccccc1
-1.6%	-13.3%	CCOc1ccccc1NC(=O)c1c(NC(=O)c2ccccc2C)sc2c1CCC(C)C2 (stereo not drawn)
5.0%	0.4%	Cc1ccccc1C(=O)Nc1sc2c(c1C(=O)N1CCCCC1)CCC(C)C2 (stereo not drawn)
-5.3%	-13.7%	O=C(NCCc1c[nH]c2ccccc12)Nc1ccccc1C(F)(F)F

# (next part)
Epigenetic reg	SMN2 splice enh	compound
-1.6%	-1.3%	CCc1ccccc1N1CC(c2nc3ccccc3n2CC(C)C)CC1=O (stereo not drawn)
-3.5%	-1.3%	CN(C)S(=O)(=O)n1cc(/C=C(\NC(=O)c2ccccc2F)C(=O)NCCCn2ccnc2)c2ccccc21
-1.0%	-16.6%	COc1ccc(-c2nc3ccccc3n3c(-c4ccccc4)c4c(=O)n(C)c(=O)n(C)c4c23)cc1
2.0%	-5.2%	Cc1ccc(Nc2cc(C(=O)NC3CCCC3)c3ccccc3n2)c(C)c1
-0.9%	3.7%	COc1ccc(C2c3c(-c4c(C)cc(C)cc4O)n[nH]c3C(=O)N2Cc2ccco2)cc1 (stereo not drawn)
-1.8%	-1.3%	CC(C)c1ccc(S(=O)(=O)Nc2ccc3oc4c(c3c2)C(=O)CC(C)(C)C4)cc1
-1.1%	4.7%	Cn1c(=O)cc(OCC(=O)NCc2ccc(F)cc2Cl)c2ccccc21
-1.1%	-5.5%	Cc1cc(C)cc(NC(=O)C2CCN(c3cc(C)nc4c(-c5ccc(Cl)cc5)c(C)nn34)CC2)c1
